PAFAH1B2 FP inh: PAFAH1B2 enzyme inhibitors, primary screen, biochemical, fluorescence polarization, human | Platelet-activating factor acetylhydrolase IB subunit alpha2 (Homo sapiens), P68402 | inhibition, % at 3.39 µM | recombinant PAFAH1B2, FP-rhodamine activity probe | actives 1.2% (n = 340,000) | AID 492953, 2010;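 active = inhibition above the mean of all tested compounds plus 3 SD, cut at about 24% in these data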;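 also: 0% = enzyme with DMSO and 100% = wells lacking PAFAH1B2; many of its hits are not listed in these tables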
Target sequence (P68402 whole entry, looked up): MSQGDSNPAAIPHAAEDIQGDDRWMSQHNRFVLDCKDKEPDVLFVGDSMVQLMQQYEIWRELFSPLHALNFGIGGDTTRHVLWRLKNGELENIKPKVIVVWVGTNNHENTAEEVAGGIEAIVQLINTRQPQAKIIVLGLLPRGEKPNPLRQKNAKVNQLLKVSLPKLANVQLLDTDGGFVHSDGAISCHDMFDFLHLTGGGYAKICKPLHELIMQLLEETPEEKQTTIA
PAFAH1B3 inh: PAFAH1B3 enzyme inhibitors, primary screen, biochemical, fluorescence polarization, human; Platelet-activating factor acetylhydrolase IB subunit alpha1 (Homo sapiens), Q15102; recombinant PAFAH1B3, FP-rhodamine probe; inhibition, % at 3.39 µM; actives 0.28% (n = 340,000); AID 492972, 2010;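 active = inhibition above the screen-wide average of all tested compounds plus 3 SD, cut at about 25% in these data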;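 also: 0% = enzyme with DMSO only and 100% = wells lacking PAFAH1B3 protein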
Target sequence (Q15102 whole entry, looked up): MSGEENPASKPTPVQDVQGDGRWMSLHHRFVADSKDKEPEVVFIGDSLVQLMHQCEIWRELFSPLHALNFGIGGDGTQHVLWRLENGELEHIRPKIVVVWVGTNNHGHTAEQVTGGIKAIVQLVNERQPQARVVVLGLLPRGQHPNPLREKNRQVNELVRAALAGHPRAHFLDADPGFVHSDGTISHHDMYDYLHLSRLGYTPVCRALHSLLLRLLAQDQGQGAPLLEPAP
Starred values were filed as active, the others as inactive.

SMILES | PAFAH1B2 FP inh | PAFAH1B3 inh
COc1ccccc1NS(=O)(=O)c1ccc2c(c1)OCCO2 | 2 | 3
C(=NOCCc1ccccc1)c1ccncc1 | 5 | 1
O=C1NN(c2ccc(Cl)c(Cl)c2)C(=O)/C1=C/c1ccc(-c2ccccc2C(=O)O)o1 | 26* | 4
O=C(NCc1ccco1)c1c[nH]c2ccc(S(=O)(=O)N3CCOCC3)cc2c1=O | 0 | 10
CCCn1nc(C(=O)Nc2cc(OCC)c(N3CCOCC3)cc2OCC)c2ccccc2c1=O | 4 | -1
COc1cc(OC)c(-c2nn3c(-c4ccco4)nnc3s2)cc1OC | 3 | 13
Cc1ccc(CN(C)C(=O)c2cccc(S(=O)(=O)N3CCN(c4ccccc4)CC3)c2)cc1 | 2 | -2
COc1cc(C)c2c(c1OC)C(=O)CC2 | 8 | 4
CC(C)NC(=O)CSc1nc(-c2ccccc2)cs1 | 4 | 11
CN(CCc1ccccc1)C(=O)c1cc(COc2cccc(C(F)(F)F)c2)on1 | 9 | 4
O=C1NC(=S)S/C1=C\c1cc(Cl)ccc1Cl | 6 | 12
Cc1cccc(NS(=O)(=O)c2cccc(C(=O)NCC3(N4CCOCC4)CCCCC3)c2)c1 | 16 | 0
COc1ccc(CCN2CC(C(=O)NCc3cc(C)on3)CCC2=O)cc1 (stereo not given) | 5 | 2
CC(=O)c1c(C)[nH]c(C(=O)OCC(=O)N(Cc2ccccc2)C(C)(C)C)c1C | 15 | 7
CCn1cc(/C=C(\NC(=O)c2ccccc2)C(=O)N2CCOCC2)c2ccccc21 | 3 | 3
CCCCc1c(C)c(C#N)c2nc3ccccc3n2c1NCCN(C)C | 6 | 15
COc1ccccc1N(C)S(=O)(=O)c1ccc(C(=O)N2CCC2)cc1 | -2 | 1
COc1ccc(CNc2ncnc3cc(Cl)ccc23)cc1OC | 7 | -5
CC1CCc2cc(F)cc3c(O)c(C(=O)NCc4ccco4)c(=O)n1c23 (stereo not given) | 4 | 12
CC(C)CSc1nc2c(c(=O)[nH]c(=O)n2C)n1CC(O)COc1cccc2ccccc12 (stereo not given) | -1 | -5
CCOC(=O)c1cnc2c(C)c(C)ccc2c1NCCN1CCOCC1 | -5 | 9
NC(=O)c1ccc(NC(=O)COC(=O)c2ccc(Br)c(S(=O)(=O)N3CCOCC3)c2)cc1 | 1 | 1
Cc1noc(C)c1COc1ccccc1C(=O)N1CCN(S(=O)(=O)c2cccc(Cl)c2)CC1 | 3 | 3
Cc1cn(CC(C)C)c(=O)n(-c2ccccc2)c1=O | -1 | -4
COc1cc(C2c3cc4c(cc3OC(N3CCCC3)C2C)OCO4)cc(OC)c1O (stereo not given) | 9 | 7

A portion from further up, for reference:
SMILES | PAFAH1B2 FP inh | PAFAH1B3 inh
COc1ccccc1NS(=O)(=O)c1ccc2c(c1)OCCO2 | 2 | 3
C(=NOCCc1ccccc1)c1ccncc1 | 5 | 1
O=C1NN(c2ccc(Cl)c(Cl)c2)C(=O)/C1=C/c1ccc(-c2ccccc2C(=O)O)o1 | 26* | 4
O=C(NCc1ccco1)c1c[nH]c2ccc(S(=O)(=O)N3CCOCC3)cc2c1=O | 0 | 10
CCCn1nc(C(=O)Nc2cc(OCC)c(N3CCOCC3)cc2OCC)c2ccccc2c1=O | 4 | -1
COc1cc(OC)c(-c2nn3c(-c4ccco4)nnc3s2)cc1OC | 3 | 13
Cc1ccc(CN(C)C(=O)c2cccc(S(=O)(=O)N3CCN(c4ccccc4)CC3)c2)cc1 | 2 | -2

Going on with the list.
SMILES | PAFAH1B2 FP inh | PAFAH1B3 inh
COc1cc(C(=O)N/N=C/c2ccc(OC(=O)c3ccccc3Cl)c(OC)c2)ccc1O | 11 | 23
CCc1ccc(NC(=S)N2CCN(S(=O)(=O)c3ccccc3)CC2)cc1 | 7 | -1
COC(=O)C1(C(=O)OC)C(C(=O)c2ccccc2)C1c1ccccc1 (stereo not given) | 3 | -3
COc1ccccc1NC(=O)C(C)OC(=O)C1CCN(S(=O)(=O)c2ccccc2C(F)(F)F)CC1 (stereo not given) | 5 | 2
CN1CCC[C@H]1CCNc1ccc2c(=O)c3ccccc3n(C)c2c1 | 3 | 3
CCc1ccc(CN2CCC(n3nccc3NC(=O)Cc3ccccc3)CC2)o1 | 0 | 1
C/C(=N/Nc1ccc([N+](=O)[O-])cc1)c1c[nH]c2ccccc12 | 10 | 36*
COc1cc(C2C(C(C)=O)=C(O)C(=O)N2Cc2ccccc2)ccc1O (stereo not given) | 3 | 2
CCOC(=O)C1(C(N)=O)OC1(c1ccc(Cl)cc1)c1ccccc1Cl (stereo not given) | 2 | 9
O=C(Cc1ccccc1)NC(CSSCC(NC(=O)Cc1ccccc1)C(=O)O)C(=O)O (stereo not given) | 1 | 3
C[C@@H]1CN([C@H](C)CO)C(=O)c2cc(NC(=O)Nc3ccc(C(F)(F)F)cc3)ccc2O[C@H]1CN(C)C(=O)Nc1ccc(F)cc1 | -32 | -66
O=c1[nH]c(=S)[nH]c(O)c1/C=C1\C=Nc2ccccc21 | 4 | 7
COc1ccc(-c2nn(-c3ccccc3)cc2C(=O)N2CCN(S(=O)(=O)c3ccccc3[N+](=O)[O-])CC2)cc1 | 8 | 0
CCOc1ccc(S(=O)(=O)N2CCN(C(=O)c3oc4ccc(OC)cc4c3C)CC2)cc1 | -4 | 4
CC(C)(C)OC(=O)N1CCCC1C(=O)N1CCCC1C(=O)N1CCCC1C(=O)O (stereo not given) | 7 | 6
COc1ccc(N2CCN(C3CCCN(C(=O)CCN4CCCCO4)C3)CC2)cc1 (stereo not given) | -2 | 2
CCn1c(SCc2ccccc2Cl)nc2nc3c(cc2c1=O)CCCC3 | 0 | 0
CCOC(=O)C1CCCN(C(=O)C2CCN(Cc3nc(-c4ccc(Cl)cc4)oc3C)CC2)C1 (stereo not given) | 3 | 5
O=C(NCCCc1ccncc1)C1CCC(=O)N(Cc2cccc(C(F)(F)F)c2)C1 (stereo not given) | 11 | 5
O=C(OCc1ccccc1C(F)(F)F)c1ccc(Br)c(S(=O)(=O)N2CCOCC2)c1 | 1 | 5
CCOc1ccccc1C1NC(=O)c2ccccc2N1 (stereo not given) | 6 | 3
CCc1ccc2c(COC(=O)C3CC(=O)N(CCc4ccccc4)C3)cc(=O)oc2c1 (stereo not given) | 7 | 16
Oc1ccc(C[C@H]2CNC(=S)N2CC2CCCN2C[C@H](Cc2ccc(O)cc2)N2C[C@H](Cc3ccc(O)cc3)N(CC3CCCCCC3)C2=S)cc1 (stereo not given in full) | -6 | -13
Cc1ccc(NC(=O)Cc2cccs2)cc1Cl | -3 | 8
CCOc1ccc(NS(=O)(=O)c2ccc(C(=O)N(C)CC(=O)Nc3ccccc3Br)cc2)cc1 | 6 | 2

Pulled by structure from the entries so far, 3 records:
SMILES | PAFAH1B2 FP inh | PAFAH1B3 inh
Oc1ccc(C[C@H]2CNC(=S)N2CC2CCCN2C[C@H](Cc2ccc(O)cc2)N2C[C@H](Cc3ccc(O)cc3)N(CC3CCCCCC3)C2=S)cc1 (stereo not given in full) | -6 | -13
COc1ccc(N2CCN(C3CCCN(C(=O)CCN4CCCCO4)C3)CC2)cc1 (stereo not given) | -2 | 2
COc1ccc(-c2nn(-c3ccccc3)cc2C(=O)N2CCN(S(=O)(=O)c3ccccc3[N+](=O)[O-])CC2)cc1 | 8 | 0

Going on with the list:
SMILES | PAFAH1B2 FP inh | PAFAH1B3 inh
CN1OC[C@@H]2CN(C(=O)CCc3ccccc3)[C@H](c3cccc(Oc4ccccc4)c3)C[C@@H]21 | 5 | 4
COc1ccc(C=O)cc1COc1ccc2c(c1)OCO2 | 1 | 12
CC(Oc1ccc(Br)cc1)C(=O)Nc1ccc(S(=O)(=O)NC2=NCCCCC2)cc1 (stereo not given) | 12 | 10
COC(C[C@@H]1O[C@@H]1[C@@H](O)[C@H](C)OCc1ccccc1)OC | 5 | 11
CN(Cc1ccccc1)C(=O)c1cccc(NC(=O)Cc2ccc(NC(=O)C3CCCN(C(=O)C4CCCCC4)C3)cc2)c1 (stereo not given) | 4 | 12
Cc1ccc(C(=O)N2CCN(C/C=C/c3ccccc3)CC2)cc1S(=O)(=O)N1CCOCC1 | 4 | 1
COc1ccc(OC)c(/C=C/c2[nH]c(=O)[nH]c(=O)c2[N+](=O)[O-])c1 | 3 | 9
C=CCn1c(=O)/c(=C/c2ccc(Cl)cc2)s/c1=C(\C#N)c1nnc2n1CCCCC2 | 2 | 7
CC(OC(=O)Nc1ccccc1)C(=O)OC1CCCCC1 (stereo not given) | 1 | 0
COc1ccc(-n2c(C)nn(CC3CC3)c2=O)cc1 | -3 | 10
CCC(C(=O)Nc1ccc(C(=O)Nc2ccccc2C(=O)O)cc1)c1ccccc1 (stereo not given) | 10 | -10
COc1ccc(CNc2ncc(-c3ccc(Br)cc3)n2C)cc1OC | 2 | 8
CSc1ncnc2[nH]ccc12 | -1 | -4
CCCC1(c2ccsc2)NC(=O)NC1=O (stereo not given) | -1 | 7
CC1=C(C#N)C(=O)NC(=O)/C1=C\c1ccc(-c2ccc(C)cc2[N+](=O)[O-])o1 | 13 | 14
COc1ccc(S(=O)(=O)NNC(=O)C23CC4CC(CC(C4)C2)C3)cc1 | 17 | 6
CN(C)c1ccc(C=c2c3ccccc3n3c2c2ccccc2[n+]3C)cc1 | 5 | 9
COc1ccc2nc3n(c(=O)c2c1)-c1ccc(Cl)cc1C(=O)NC3Cc1ccc(O)cc1 (stereo not given) | 7 | 12
CC(=O)OCC(=O)C1(O)CCC2C3CCC4=CC(=O)CCC4(C)C3(F)C(O)CC21C (stereo not given) | 8 | 2
CC1CC(=O)c2ccccc2C1C (stereo not given) | 4 | -1
CCOC(=O)CSc1nc2sc3c(c2c(=O)n1-c1ccc(OC)cc1)CCN(C)C3 | -1 | 1
CC[n+]1c(/C=C/c2ccc(OC(C)=O)c(OC)c2)ccc2ccccc21 | -3 | -2
c1cc(CNCCN2CCNCC2)ccn1 | 5 | 8
CCOC(=O)c1ccc(S(=O)(=O)N2CCN(C(=O)c3cc4ccccc4o3)CC2)cc1 | 4 | -1
CNc1ncnc2c1cnn2C1CCCCO1 (stereo not given) | 7 | 8

A draw from above in order of heavy-atom count, largest number first:
SMILES | PAFAH1B2 FP inh | PAFAH1B3 inh
CC(Oc1ccc(Br)cc1)C(=O)Nc1ccc(S(=O)(=O)NC2=NCCCCC2)cc1 (stereo not given) | 12 | 10
CN(C)c1ccc(C=c2c3ccccc3n3c2c2ccccc2[n+]3C)cc1 | 5 | 9
CC(OC(=O)Nc1ccccc1)C(=O)OC1CCCCC1 (stereo not given) | 1 | 0
COc1ccc(-n2c(C)nn(CC3CC3)c2=O)cc1 | -3 | 10

The list continues.
SMILES | PAFAH1B2 FP inh | PAFAH1B3 inh
O=C(Cn1cnc2cc([N+](=O)[O-])ccc2c1=O)Nc1cccc(S(=O)(=O)N2CCCCC2)c1 | 2 | 8
Cc1ccccc1NC(=O)COC(=O)CC1CCCC1 | 4 | -1
O=C(O)c1cc(N=Cc2c(O)c3ccccc3oc2=O)ccc1O | 3 | 5
Cc1noc(C)c1COc1ccc(C(=O)NCC(c2c(F)cccc2Cl)N(C)C)cc1 (stereo not given) | 1 | 9
COc1cc(C(=O)c2ccccc2C(=O)O)c(OC)c2c1CCCC2 | 22 | 2
CSc1ncc(C(=O)NCCCc2ccccc2)c(C)n1 | 17 | -1
COc1ccccc1C(=O)OCC(=O)NC12CC3CC(CC(C3)C1)C2 | 2 | 9
Cc1cccc(C)c1OCC(O)CNS(=O)(=O)c1ccccc1C(=O)N1CCOCC1 (stereo not given) | 2 | 9
O=C(OCC(O)C(O)C(O)C(SCc1ccccc1)SCc1ccccc1)c1ccccc1 (stereo not given) | 5 | -7
Cc1ccc(SCC(=O)NC(=O)NC2CCCC2)c(C)c1 | 9 | -2
CC(C)(C)NC(=O)C1(N2C(=O)c3ccccc3C2=O)CCCC1 | 1 | -5
COc1ccc(CC2C(=O)NC(C)C(=O)N(C)C3Cc4ccc(cc4)Oc4cc(ccc4O)CC(C(=O)NC(C)C(=O)NC(C)C(=O)N2C)N(C)C3=O)cc1 (stereo not given) | 0 | 9
CCN1CCN(C2=CC3=CC(=C(C#N)C#N)CCC3CC2)CC1 (stereo not given) | 0 | 11
O=C1[C@H](Cc2ccccc2)NCCCC[C@H](c2ccco2)N1Cc1ccccc1 | -4 | 4
O=C(Nc1ccccc1)C1=C(c2ccccc2)S(=O)(=O)CCS1(=O)=O | 4 | 4
CCOc1ccc(NC2=CC(=O)C(=O)c3ccccc32)cc1 | 15 | 49*
O=S(=O)(CCNC1CC1)NC1CCCCC1 | 3 | 6
O=C(CCc1ccccc1)NC1CCS(=O)(=O)C1 (stereo not given) | 2 | -8
Cc1cc(NC(=O)CN2CCCC(C)C2)n(-c2nc3ccccc3s2)n1 (stereo not given) | 6 | -6
CCOc1ccc(CNC(=O)CCCc2cn(C)c3ccccc23)cc1 | 5 | -2
O=C(c1cccc(Cl)c1)N1CCN(c2ncccn2)CC1 | 5 | 7
O=C1OC(c2ccccc2)C(O)=C1c1ccccc1 (stereo not given) | 4 | 10
COc1ccc(S(=O)(=O)N/N=C\c2ccc3c(c2)OCO3)c(OC)c1 | -1 | 5
Cc1ccc(NC(=O)c2ncn(CCCN(CCCn3cnc(C(=O)Nc4ccc(C)c(C)c4)n3)Cc3ccc4[nH]ccc4c3)n2)cc1C | -4 | -4
Cc1cccc(C(=O)NCCc2nnc(SCC(=O)Nc3cccc(C(=O)O)c3)n2C)c1 | 0 | 3
CN1C[C@@H]2[C@@H]3C(=O)N(C)C(=O)[C@@H]3[C@](Cc3ccccc3)(C1=O)N2C(=O)c1ccccc1 | -1 | 4
Cc1c(C)c2ccc(O)c(CN3CCN(C)CC3)c2oc1=O | 3 | 3
CN(Cc1cc(Cl)cc(Cl)c1)CC(C(=O)c1ccccc1)c1ccccc1 (stereo not given) | 0 | -1
Cc1c(Cl)cccc1NS(=O)(=O)c1ccccc1 | 4 | 4

Compound activity (PubChem BioAssay)

An excerpt. The share of hits here may be higher or lower than overall.
